Furin inhibitor – human furin inhibition | P09958 | purified furin, fluorogenic substrate cleavage | inhibition, % at 30 µM | 220,000 tested, 0.061% active | AID 463115; in the data active = inhibition above about 25%; note: inactives centre near -15
FXIIa inh 1536 – blocks human coagulation factor XIIa protease activity; P00748; purified FXIIa, Boc-QGR-AMC fluorogenic substrate, 2 h; inhibition, % at 5 µM; 220,000 tested, 0.3% active; in the data active = inhibition above about 40%;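 note: 0% = enzyme with no compound and 100% = blank without enzyme; many of its hits are not listed in these tables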
hK5 inh – kallikrein 5 (human) inhibition; Q9Y337; recombinant hK5, fluorogenic AMC substrate cleavage; inhibition, % at 5 µM; 210,000 tested, 0.59% active; AID 873;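 active = inhibition of 40% or more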;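 note: 0% = enzyme controls without compound and 100% = no-enzyme blanks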
Target sequence (Q9Y337 67-293 limits assumed): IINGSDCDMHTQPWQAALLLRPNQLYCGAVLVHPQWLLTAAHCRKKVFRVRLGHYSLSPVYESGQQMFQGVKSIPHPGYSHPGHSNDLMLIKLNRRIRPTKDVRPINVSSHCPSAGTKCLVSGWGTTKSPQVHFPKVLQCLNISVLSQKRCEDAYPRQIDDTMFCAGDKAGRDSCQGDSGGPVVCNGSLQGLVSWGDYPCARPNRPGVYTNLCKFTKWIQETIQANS
Thrombin inh – blocks human thrombin protease activity. 220,000 tested, 0.26% active. P00734. inhibition, % at 5 µM. AID 1046. alpha-thrombin, Boc-VPR-AMC fluorogenic substrate cleavage;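 active = inhibition at or above 40%; inactive = inhibition below 40%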;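 note: 0% = enzyme with no compound and 100% = wells without enzyme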
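Test system: human alpha-thrombin protein / Dosing: one concentration per compound, 5 µM, with 0.2% DMSO / Medium: pH 7.5 Tris-saline with Tween 20 / Benchmarks: no-compound enzyme wells and no-enzyme blanks / Read-out basis: percent inhibition of thrombin substrate cleavage / Timing: reaction at room temperature / Measured by: fluorescence, ex 355 nm, em 460 nm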
FXIa inh 1536 – factor XIa (human) inhibition | 220,000 tested, 0.14% active | purified FXIa, Boc-Glu-Ala-Arg-AMC fluorogenic substrate | inhibition, % at 5 µM | P03951;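 active = inhibition of at least 40%; inactive = inhibition below 40%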;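 note: fluorescence of freed AMC excited at 355 nm; 0% = enzyme without compound and 100% = no enzyme blank; many of its hits are not listed in these tables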
PERK inh – inhibitors of human PERK kinase; Q9NZJ5; CHO PERK-DD fusion, SEAP luminescence translation reporter; inhibition, % at 5.6 µM; 220,000 tested, 0.17% active;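 active = inhibition above the mean inhibition of all tested compounds plus 3 SD, set separately per screening campaign, cut at about 2.9% in these data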;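 note: PERK kinase domain activated by AP20187 dimerizer at 100 nM; 0% = DMSO with dimerizer and 100% = rapamycin at 8.4 µM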
p97 ATPase inh – blocks human p97 ATPase activity; recombinant p97 ATPase, Kinase-Glo ATP luminescence, 3 h; inhibition, % at 8 µM; 220,000 tested, 0.42% active; in the data active = inhibition above about 15%;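 note: 0% = DMSO vehicle and 100% = wells lacking enzyme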
Target sequence (P55072 whole entry, looked up): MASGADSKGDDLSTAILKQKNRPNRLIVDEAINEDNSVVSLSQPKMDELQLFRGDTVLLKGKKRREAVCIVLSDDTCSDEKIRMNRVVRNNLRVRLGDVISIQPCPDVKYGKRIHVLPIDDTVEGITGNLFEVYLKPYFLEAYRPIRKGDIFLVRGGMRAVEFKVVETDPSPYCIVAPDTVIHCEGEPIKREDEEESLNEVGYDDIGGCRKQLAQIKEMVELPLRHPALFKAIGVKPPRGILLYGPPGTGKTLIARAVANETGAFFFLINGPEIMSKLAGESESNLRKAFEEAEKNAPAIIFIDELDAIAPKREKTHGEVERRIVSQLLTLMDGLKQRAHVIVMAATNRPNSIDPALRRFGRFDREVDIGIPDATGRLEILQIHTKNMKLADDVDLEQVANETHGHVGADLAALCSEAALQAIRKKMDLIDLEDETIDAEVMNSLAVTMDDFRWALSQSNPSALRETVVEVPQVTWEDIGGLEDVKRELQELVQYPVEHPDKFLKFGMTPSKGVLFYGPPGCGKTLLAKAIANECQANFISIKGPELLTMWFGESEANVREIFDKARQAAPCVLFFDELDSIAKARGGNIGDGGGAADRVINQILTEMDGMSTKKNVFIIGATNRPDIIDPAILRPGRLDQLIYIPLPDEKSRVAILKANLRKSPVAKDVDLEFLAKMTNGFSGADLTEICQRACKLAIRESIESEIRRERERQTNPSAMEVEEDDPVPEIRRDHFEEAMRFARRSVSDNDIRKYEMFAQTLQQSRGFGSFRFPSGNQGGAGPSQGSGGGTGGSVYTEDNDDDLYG
KCC2 mod – KCC2 (human) Cl- transport modulation. Q9H2X9. KCC2 cells, thallium flux FluoZin-2 fluorescence. B-score of Tl+ flux slope (higher = more flux/activation; lower = inhibition) at 10 µM. 190,000 tested, 2.2% active. AID 1456;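 active = thallium flux slope and its plate-corrected score both differing from the plate sample mean at a set confidence after two filtering rounds, in either direction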;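 note: slope of fluorescence scaled to starting intensity during 10 to 20 s after thallium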
Wee1 stabilizer – human Wee1 degradation inhibition, primary screen; AID 1321; 220,000 tested, 1.2% active; reporter increase, % at 5 µM; HeLa Luc-Wee1K328M stability, luciferase luminescence; 100% = proteasome inhibitor MG132 effect;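 active = activation above the mean of all tested compounds plus 3 SD, set per screening run, cut at about 8.8% in these data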;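 note: cells exposed to compound for 20 h before luminescence read; 0% = DMSO alone and 100% = MG132 at 30 µM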
An asterisk follows results filed as active; / = not tested or not shown; [ ] = dose if it differs, or a comment.

Assay codes – A = Furin inhibitor; B = FXIIa inh 1536; C = hK5 inh; D = Thrombin inh; E = FXIa inh 1536; F = PERK inh; G = p97 ATPase inh; H = KCC2 mod; I = Wee1 stabilizer
O=c1[nH]c2sc3c(c2c2nncn12)CCCC3
  A: -8.6 | B: 10.8 | C: -3.3 | D: 3.6 | E: 6.1 | F: -0.7 | G: -2.7 | H: / | I: 1.0

COc1ccc(OC)c(N2C(N)=NC(N)=NC23CCCC3)c1
  A: -30.8 | B: -0.7 | C: 0.9 | D: -7.1 | E: -9.2 | F: -0.3 | G: -0.3 | H: / | I: 0.5

COc1cc(Sc2ccc(C)cc2)c(OC)cc1N
  A: -26.5 | B: 12.0 | C: -6.0 | D: -1.1 | E: 4.8 | F: 0.0 | G: 5.2 | H: -0.299 | I: -2.5

COc1cccc(OC)c1C(=O)Nc1nnc(C(C)C)s1
  A: -22.0 | B: -9.7 | C: -3.9 | D: 0.2 | E: 34.4 | F: 0.0 | G: 8.4 | H: / | I: -3.5

COc1ccc(NS(=O)(=O)c2ccc(/C=C/C(=O)O)cc2)cc1S(=O)(=O)N1CCOCC1
  A: -27.9 | B: 7.6 | C: -5.4 | D: -4.7 | E: 4.3 | F: 1.7 | G: 1.2 | H: 0.458 | I: 1.2

O=C(Nc1ccc2c(c1)OCCO2)c1cc(-n2cnnc2)ccc1Cl
  A: -12.8[20 µM] | B: 11.6 | C: -6.1 | D: -1.4 | E: -4.3 | F: 0.9 | G: 2.1 | H: / | I: 1.0

COc1ccc(N(CC(=O)NCc2ccco2)S(C)(=O)=O)c(OC)c1
  A: -28.6 | B: 6.7 | C: 4.6 | D: -4.9 | E: 1.3 | F: 0.3 | G: 5.7 | H: 0.184 | I: 1.3

CNC(=S)NNC(=O)c1cccc(N(C)C)c1
  A: -5.5 | B: 3.6 | C: -5.5 | D: 6.8 | E: -2.2 | F: 1.1 | G: -0.9 | H: 0.617 | I: 2.7

N[C@@H](Cc1cc(I)c(O)c(I)c1)C(=O)O
  A: -15.4 | B: 9.7 | C: -8.6 | D: 0.7 | E: 8.8 | F: 2.2 | G: 6.4 | H: -0.0047 | I: 2.8

COC(=O)C(NC(=O)Nc1ccccc1OC)C(C)C (centres undefined)
  A: -13.1[20 µM] | B: 3.6 | C: -4.5 | D: 1.1 | E: 6.6 | F: 0.4 | G: -1.1 | H: 1.05 | I: 4.0

CC(NCc1ccc(S(N)(=O)=O)cc1)C(=O)N1c2ccccc2CC1C (centres undefined)
  A: -26.4 | B: 15.5 | C: -0.3 | D: 0.8 | E: -1.8 | F: 0.8 | G: 0.3 | H: 0.722 | I: -0.4

Cc1cccc(CNC(=O)CCc2nnc(C3CCCCC3)o2)c1
  A: -13.5 | B: 13.7 | C: / | D: 0.3 | E: 9.0 | F: -0.3 | G: -2.1 | H: / | I: -0.7

CCc1nnc(NC(=O)c2ccc(-c3ccccc3F)o2)s1
  A: -7.9 | B: 9.4 | C: -1.1 | D: / | E: 4.5 | F: -0.8 | G: 0.5 | H: 0.0175 | I: -2.9

O=c1nc2s/c(=C\c3ccco3)c(=O)n2nc1Cc1ccccc1
  A: -10.0 | B: 1.2 | C: -0.5 | D: -3.9 | E: -5.6 | F: 1.0 | G: 7.6 | H: -0.343 | I: 2.1

CN(C(=O)C1CCC1C(=O)O)c1nc(-c2ccc(Cl)s2)cs1 (centres undefined)
  A: -12.8 | B: 11.7 | C: -2.4 | D: 1.3 | E: -1.9 | F: 0.4 | G: 3.5 | H: 0.184 | I: -0.8

O=C(COC(=O)COc1ccccc1)NCc1ccccc1
  A: -19.7 | B: 7.3 | C: 3.3 | D: -8.4 | E: 0.7 | F: 1.7 | G: 4.2 | H: 0.0827 | I: -0.7

Cc1ccc2[nH]c3c(c2c1)CCCC3C(N)=O (centres undefined)
  A: -16.0 | B: 2.2 | C: -3.9 | D: -2.5 | E: 8.1 | F: 2.0 | G: 5.0 | H: 0.433 | I: 6.7

O=C(CN1C(=O)C(=O)c2ccccc21)NC1CCCCC1
  A: -12.1[20 µM] | B: 16.4 | C: -1.5 | D: 1.9 | E: 6.7 | F: 0.9 | G: -2.4 | H: / | I: -2.6

Cc1ccc(OCC(O)CN2CCN(CC(O)COc3ccc(C)cc3)CC2)cc1 (centres undefined)
  A: -34.8 | B: 7.3 | C: -9.5 | D: -1.0 | E: 0.6 | F: -0.8 | G: 1.0 | H: 1.35 | I: -0.7

O=C(NCc1ccc(Cl)c(Cl)c1)c1ccco1
  A: -22.5[20 µM] | B: 2.4 | C: 8.5 | D: -9.7 | E: -5.5 | F: 0.2 | G: 11.5 | H: -1.09 | I: -1.8

CN1CCc2c(sc3c2C(=O)NC(/C=C/c2ccco2)N3)C1 (centres undefined)
  A: -13.2[20 µM] | B: / | C: / | D: / | E: / | F: 0.7 | G: 1.3 | H: 2.28 | I: -1.5

Cc1ccc(/C=N/NC(=O)CSc2nc3nc(C)cc(C)n3n2)cc1
  A: -3.1[20 µM] | B: 3.3 | C: 8.3 | D: -7.0 | E: -4.4 | F: -0.2 | G: -3.3 | H: 1.1 | I: -0.7

Cc1ccc(NC(=O)CC2SC(=O)NC2=O)cc1 (centres undefined)
  A: -1.1 | B: 6.3 | C: -14.1 | D: -7.1 | E: 8.8 | F: 0.5 | G: 3.7 | H: -0.987 | I: 1.0

CC(C)c1ccc(NC(=O)COC(=O)[C@H](CCC(N)=O)NC(=O)c2ccc(F)cc2)cc1
  A: -26.0 | B: 0.7 | C: -4.2 | D: -8.4 | E: -4.4 | F: 0.6 | G: 1.2 | H: -0.024 | I: 1.2

O=C(NCC1CCCO1)c1ccc(C(=O)NCC2CCCO2)cc1 (centres undefined)
  A: -13.7[20 µM] | B: 19.6 | C: -12.9 | D: 2.0 | E: 5.9 | F: 0.0 | G: 5.0 | H: 0.26 | I: -2.2

COc1ccc(C(=S)N2CCC(C(N)=O)CC2)cc1Br
  A: -21.4 | B: 3.2 | C: -6.8 | D: -3.3 | E: 0.6 | F: -0.1 | G: 7.5 | H: 0.794 | I: 4.0

CCNC(=O)COC(=O)C1CCC(=O)N(c2ccc(OC)cc2)C1c1ccc(OC)cc1 (centres undefined)
  A: -19.0[20 µM] | B: 3.2 | C: -9.7 | D: -1.1 | E: 4.3 | F: 0.4 | G: 4.0 | H: 0.594 | I: -3.1

CCOC(=O)Cc1nn(CCc2ccccn2)c(=O)c2ccccc12
  A: -12.6 | B: 21.3 | C: -10.3 | D: 1.6 | E: 0.8 | F: -1.0 | G: -0.5 | H: 1.14 | I: 1.1

Cc1cc(O)c(C(C)C)cc1NC(=O)c1ccc(Cl)cc1
  A: -22.5[20 µM] | B: 11.4 | C: -1.8 | D: -2.6 | E: -1.7 | F: -0.1 | G: -2.1 | H: / | I: -1.6

CCCNc1c(N)c(=O)oc2ccccc12
  A: -10.0[20 µM] | B: 12.4 | C: 2.8 | D: -3.6 | E: -9.8 | F: -0.6 | G: 4.0 | H: -1.58 | I: -1.1

CC1=C(C(=O)OC(C)C)C(C)NC(=O)N1 (centres undefined)
  A: -41.0 | B: 3.7 | C: 3.1 | D: -20.1 | E: 7.6 | F: 1.0 | G: 1.8 | H: 0.238 | I: 0.0

CCC(=O)N1CCc2cc(Br)cc(S(=O)(=O)C3(C(=O)OC)CC3)c21
  A: -13.9[20 µM] | B: 5.4 | C: 4.3 | D: -8.4 | E: 7.3 | F: -0.3 | G: 8.4 | H: 0.678 | I: -0.2

CCn1c(SCc2ccc(Cl)cc2)nnc1-c1ccccc1
  A: -21.6[20 µM] | B: 11.0 | C: -12.5 | D: 4.0 | E: 8.4 | F: -0.5 | G: -3.0 | H: -1.19 | I: -1.2

COc1cc(C(=O)OCC(C)=O)cc(NC(=O)c2ccco2)c1OC
  A: -7.5 | B: 10.4 | C: -4.5 | D: -8.6 | E: 7.1 | F: 0.0 | G: -3.1 | H: -0.581 | I: 2.2

O=C(Nc1ccc(NC(=O)C2CC2)nc1)c1cccc(F)c1
  A: -3.6 | B: 8.7 | C: 6.4 | D: 0.5 | E: 3.2 | F: -0.8 | G: -1.0 | H: / | I: 0.0

Cc1ccccc1CSc1nsc(N)n1
  A: -13.9[20 µM] | B: -9.0 | C: 4.6 | D: 1.9 | E: -7.5 | F: 1.4 | G: 0.3 | H: -1.76 | I: 0.1

Nc1ccc(C(=O)OCC(=O)NC2CC2)cc1[N+](=O)[O-]
  A: -17.8 | B: 4.0 | C: 3.4 | D: -12.4 | E: -2.9 | F: 0.9 | G: 3.8 | H: -0.468 | I: -1.6

COc1ccc(S(=O)(=O)N2CCC(C(=O)NCc3ccccn3)CC2)cc1C
  A: -19.4[20 µM] | B: 4.9 | C: -12.4 | D: -3.1 | E: 4.8 | F: 0.4 | G: -1.4 | H: -0.763 | I: 1.5

O=C(CN1CCN(Cc2ccccc2)CC1)Nc1ccccc1-c1ccccc1
  A: -25.1 | B: 3.4 | C: -0.2 | D: -7.5 | E: -1.6 | F: -0.3 | G: 6.8 | H: -0.0145 | I: -2.7

COc1ccccc1CNS(=O)(=O)c1c(C)noc1C
  A: -12.6 | B: 10.8 | C: -5.8 | D: 3.4 | E: 3.4 | F: 1.1 | G: -2.0 | H: 0.118 | I: 5.5

CCN(CC)S(=O)(=O)c1ccc(-c2nnc(SCc3nnc(-c4ccc(C)cc4)o3)o2)cc1
  A: -15.6 | B: 20.0 | C: -21.8 | D: -9.3 | E: -4.6 | F: 0.3 | G: -1.8 | H: / | I: 5.5

Cc1ccc(C)c(NS(=O)(=O)c2cc(C(N)=O)ccc2C)c1
  A: -5.9[20 µM] | B: 32.5 | C: -11.5 | D: 3.3 | E: 17.4 | F: 1.0 | G: 5.2 | H: 0.757 | I: -0.7

O=C(COC(=O)CCC(=O)c1cccs1)NCc1ccccc1
  A: -17.0 | B: 3.0 | C: -4.2 | D: 14.6 | E: -7.2 | F: -0.2 | G: 1.6 | H: -0.281 | I: 0.9

CCn1c(C)c(C(C)=O)c(N2CCN(c3cccc(Cl)c3)CC2)nc1=S
  A: -24.7[20 µM] | B: 7.6 | C: -23.5 | D: -4.4 | E: -0.7 | F: -2.1 | G: -1.0 | H: -0.125 | I: -1.5

OCCN(Cc1ccccc1)C(=S)NC1CCCCC1
  A: -10.0 | B: 7.9 | C: -0.1 | D: -9.7 | E: 1.1 | F: 0.1 | G: 0.2 | H: -0.193 | I: -1.6

Cc1cccc(-n2c(-c3ccncc3)n[nH]c2=S)c1
  A: -20.1[20 µM] | B: 16.5 | C: -8.2 | D: 5.3 | E: 8.0 | F: 0.1 | G: 1.8 | H: 0.00309 | I: 0.8

On1nnc2c3ccccc3c3ccccc3c21
  A: -17.7 | B: 4.4 | C: 0.4 | D: -6.6 | E: -2.3 | F: 0.1 | G: 10.5 | H: / | I: -2.5

Only Furin inhibitor, for 3 of the compounds above:
canonical_smiles | Furin inhibitor
O=C(Nc1ccc(NC(=O)C2CC2)nc1)c1cccc(F)c1 | -3.6
Cc1ccccc1CSc1nsc(N)n1 | -13.9[20 µM]
Nc1ccc(C(=O)OCC(=O)NC2CC2)cc1[N+](=O)[O-] | -17.8

Screening results as filed in PubChem BioAssay.
